Bioassay records from PubChem.
MrgX1 antagonist – antagonists of human MrgX1 receptor, primary screen, HEK293 cells, Fluo-4 calcium flux; Mas-related G-protein coupled receptor member X1 (Homo sapiens), Q96LB2; BAM8-22 antagonism; active compounds read low; B-score at 10 µM; 310,000 tested, 1.3% active;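 active means calcium-response B-score plate-corrected more than 3 library SD below zero, starting fluorescence within 5 deviations, no agonist response on first addition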;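 further: peak minus trough fluorescence over baseline after final BAM8-22 challenge near maximal dose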
SKKanGAS inh – S. pyogenes SKKanGAS growth inhibitors in kanamycin, primary screen, streptokinase expression inhibitor project, SKKanGAS strain, BacTiter-Glo luminescence; 6 h; inhibition, % at 7.5 µM; 300,000 tested, 1.3% active; AID 1662, 2009;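 active means mean replicate score, as percent of positive control median, at least 50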;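 further: strain carries kanamycin resistance gene driven by streptokinase promoter and grows in 40 µg/ml kanamycin; loss of luminescence reflects streptokinase promoter inhibition or plain growth inhibition; 0% = median of DMSO wells and 100% = positive control at its reference dose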
TRPC6 inhibitor – mouse TRPC6 channel inhibitors, primary screen, cell-based, HEK293, membrane potential dye. Short transient receptor potential channel 6 (Mus musculus), Q61143. ACh-evoked depolarization; active compounds read low. B-score at 10 µM. 310,000 tested, 1.1% active. AID 2553, 2010;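 active means B-score under library mean minus 3 SD, initial fluorescence not abnormally high, positive integrated signal ratio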;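 further: B-score derived from integrated fluorescence ratio over the kinetic read; more negative B-score means stronger inhibition of depolarization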
Target sequence (Q61143 whole entry, looked up): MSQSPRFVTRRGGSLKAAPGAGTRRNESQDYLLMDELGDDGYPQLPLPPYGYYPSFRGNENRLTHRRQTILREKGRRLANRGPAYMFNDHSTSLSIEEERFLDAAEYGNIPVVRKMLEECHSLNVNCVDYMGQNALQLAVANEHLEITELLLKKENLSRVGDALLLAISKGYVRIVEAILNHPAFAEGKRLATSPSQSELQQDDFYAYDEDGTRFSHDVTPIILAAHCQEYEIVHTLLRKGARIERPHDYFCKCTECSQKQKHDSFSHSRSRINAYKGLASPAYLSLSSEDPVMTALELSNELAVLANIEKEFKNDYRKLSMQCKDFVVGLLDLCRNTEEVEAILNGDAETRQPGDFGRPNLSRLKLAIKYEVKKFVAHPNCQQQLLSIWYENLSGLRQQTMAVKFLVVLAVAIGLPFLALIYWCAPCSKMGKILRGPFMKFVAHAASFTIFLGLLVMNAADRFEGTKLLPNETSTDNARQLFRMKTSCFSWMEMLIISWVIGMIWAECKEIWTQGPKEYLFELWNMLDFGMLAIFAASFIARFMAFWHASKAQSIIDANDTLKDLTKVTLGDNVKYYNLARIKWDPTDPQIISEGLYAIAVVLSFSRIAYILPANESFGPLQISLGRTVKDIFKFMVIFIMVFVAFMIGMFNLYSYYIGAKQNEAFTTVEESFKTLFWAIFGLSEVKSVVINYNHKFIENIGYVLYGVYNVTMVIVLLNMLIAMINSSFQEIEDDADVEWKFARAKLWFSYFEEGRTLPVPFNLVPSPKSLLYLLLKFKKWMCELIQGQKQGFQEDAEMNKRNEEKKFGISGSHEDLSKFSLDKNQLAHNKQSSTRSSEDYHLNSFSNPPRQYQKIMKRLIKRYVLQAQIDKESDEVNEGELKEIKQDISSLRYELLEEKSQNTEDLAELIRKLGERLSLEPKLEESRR
TMEM16A inh – TMEM16A chloride channel inhibitors, primary screen, cell-based, HTS; 310,000 tested, 1.2% active; normalized B-score (activity score, 25-100; higher = stronger inhibition) at 10 µM; Anoctamin-1 (Mus musculus), Q8BHY3; HEK293 TMEM16A/YFP iodide influx fluorescence, ionomycin;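 active means ratio plate-corrected score three or more library SD toward inhibition, starting fluorescence score within five deviations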;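 further: score derived from kinetic fluorescence span divided by baseline fluorescence per well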
MrgX1 agonist – agonists of human MrgX1 receptor, primary screen, HEK293 cells, Fluo-4 calcium flux; Fluo-4 calcium fluorescence, agonist mode; active compounds read high; B-score at 10 µM; 310,000 tested, 0.44% active; AID 588627, 2011; Mas-related G-protein coupled receptor member X1 (Homo sapiens), Q96LB2;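 active means calcium response B-score plate-corrected fluorescence ratio at least 3 library SD, with starting fluorescence B-score inside 5 SD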
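System: HEK293 cells stably expressing human MrgX1 receptor; Dosing: test compound in the initial addition of three; Schedule: overnight plating, then 30 min 37 °C plus 30 min room-temperature dye loading; Detection: kinetic calcium dye fluorescence, Fluo-4 NW; Controls: per-plate positive and negative controls for Z′ factor.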
TRPC4 block – inhibitors of mouse TRPC4 channel, primary screen, Fluo4 calcium, HEK293 TRPC4beta/mu-opioid cells | DAMGO-evoked Fluo4 calcium flux; active compounds read low | Short transient receptor potential channel 4 (Mus musculus), Q9QUQ5 | B-score at 10 µM | 300,000 tested, 0.39% active | AID 2247, 2010;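 active means B-score over 3 SD under the library average, no early fluorescence shift, positive overall ratio signal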
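Assay system: Stable TRPC4beta/mu-opioid receptor HEK293 cells | Reagent: DAMGO in two steps, submaximal then maximal | Compound dosing: Single concentration per test compound | Signal: Fluo4 Ca2+ flux fluorescence | Evaluation: Per-well B score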
TRPC4 agonist – activators of mouse TRPC4 channel, primary screen, Fluo4 calcium, HEK293 TRPC4beta/mu-opioid cells. Short transient receptor potential channel 4 (Mus musculus), Q9QUQ5. Fluo4 calcium fluorescence; active compounds read high. B-score at 10 µM. 310,000 tested, 0.49% active. AID 2237, 2010;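 active means B-score above 5 SD of library B-scores, and initial fluorescence ratio not above library mean plus 5 SD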;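 further: positive B-score marks a calcium rise read as TRPC4 activation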
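system = HEK293 cells stably co-expressing mouse TRPC4beta and mu-opioid receptor | schedule = Fluo4 dye loading 45 min at room temperature, 110 s recording | measure = B-scored integrated calcium fluorescence ratio | signal = Fluo4 calcium-sensitive dye fluorescence, kinetic, 1 Hz baseline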
MrgX1 allo act – positive allosteric modulators of MrgX1, primary screen, HEK293 cells, Fluo-4 calcium flux; Mas-related G-protein coupled receptor member X1 (Homo sapiens), Q96LB2; FDSS; active compounds read high; B-score at 10 µM; 310,000 tested, 0.63% active;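 active means plate-corrected calcium response at least 3 library SD above typical, normal starting fluorescence, not activating the receptor alone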;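 further: compound read alongside a low EC10 to EC30 dose of BAM8-22 agonist; peak minus trough fluorescence over baseline measured at the second addition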
TRPC4 potent – positive allosteric modulators of TRPC4, primary screen, cell-based, mouse TRPC4beta, HEK293 mu-opioid, Fluo-4 calcium; B-score at 10 µM; DAMGO EC20, Fluo-4 Ca2+ flux; active compounds read high; Short transient receptor potential channel 4 (Mus musculus), Q9QUQ5; 310,000 tested, 0.42% active;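 active means B-score of calcium response area above 5 SD of library B-scores, with initial fluorescence ratio within 5 SD of library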;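 further: B-score of integrated fluorescence ratio over time as area under calcium response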
TMEM16A act – TMEM16A chloride channel activators or potentiators, primary screen, cell-based, HTS | 340,000 tested, 0.3% active | Anoctamin-1 (Mus musculus), Q8BHY3 | HEK293 TMEM16A/YFP-H148Q/I152L, iodide quench fluorescence; active compounds read low | B-score at 10 µM;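 active means fluorescence-ratio B-score plate-corrected deviation score at least 3 library SD below zero, with starting fluorescence score within 5 deviations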;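 further: channel opened by trigger with iodide after compound preincubation; score built on the fluorescence ratio of max minus min over baseline; more negative score means more quench and so TMEM16A activation or potentiation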
TRPC6 activator – mouse TRPC6 channel activators, primary screen, cell-based, HEK293, membrane potential dye; Short transient receptor potential channel 6 (Mus musculus), Q61143; HEK293-TRPC6 membrane potential dye fluorescence; active compounds read high; B-score at 10 µM; 310,000 tested, 0.13% active; AID 2550, 2010;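 active means B-score of the integrated fluorescence ratio above library mean plus 3 SD, and starting fluorescence ratio within library mean plus 5 SD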;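 further: higher score means more depolarization so channel activation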
* hit, by the source's call; i = inactive; . = no result given. No enrichment for hits; about 6.7% have a hit in one of these screens.

SMILES | MrgX1 antagonist | SKKanGAS inh | TRPC6 inhibitor | TMEM16A inh | MrgX1 agonist | TRPC4 block | TRPC4 agonist | MrgX1 allo act | TRPC4 potent | TMEM16A act | TRPC6 activator
COc1cccc(-c2c(C(=O)N/N=C(\C)c3cccnc3)nnn2-c2nonc2N)c1 | i | 0.6 | i | i | i | i | i | i | i | i | i
COc1ccc(Nc2oc(COc3ccc(Cl)cc3)nc2C#N)cc1 | i | 11.6 | i | i | i | i | i | i | i | i | i
CC(=O)Cc1ccccc1OCC(=O)O | i | -3.7 | i | i | i | i | i | i | i | i | i
COc1ccc(CNC(=O)C2CCN(S(=O)(=O)c3cccc4nonc34)CC2)cc1 | i | -1.9 | i | i | i | i | i | i | i | i | i
Cc1ccccc1Cn1ccc(NC(=O)c2cnn3cccnc23)n1 | i | 2.9 | i | i | i | i | i | i | i | i | i
Cc1ccc(OCc2nnc(SCC(=O)Nc3cccc4ccccc34)n2-c2ccccc2)cc1 | i | 39.3 | i | i | i | i | i | i | i | i | i
CCOC(=O)c1c(NC(=O)CSc2nnc(-c3ccc(OC)cc3)o2)sc2c1CCC2 | i | -0.8 | i | i | i | i | i | i | i | i | i
COc1ccccc1N=C1NC(=O)/C(=C/c2ccc(N(C)C)cc2)S1 | i | 55.8* | i | i | 65.4* | i | i | i | i | i | i
CN(C)c1nc(N/N=C/c2ccccc2O)nc(Nc2ccc(F)cc2)n1 | i | 93.1* | i | i | i | i | i | i | i | i | i
O=C(CCNc1ccc(Cc2ccncc2)cc1)c1cccc([N+](=O)[O-])c1 | i | 3.3 | i | i | i | i | i | i | i | i | i
CCN(CC)c1ccc(NC(=O)c2cc3c(OC)cccc3[nH]2)cc1 | i | -2.2 | i | i | i | i | i | i | i | i | i
COC(CNC(=O)c1coc2nc3ccccc3nc12)OC | i | -0.3 | i | i | i | i | i | i | i | i | i
COc1cc(C2NC(=O)N(C)C3=C2C(=O)CCC3)cc(OC)c1OC (configuration not stated) | i | 0.1 | i | i | i | i | i | i | i | i | i
COC(=O)C1=NNC2C(=O)N(C3CCCCC3)C(=O)C12 (configuration not stated) | i | -3.5 | i | i | i | i | i | i | i | i | i
COc1ccc(OCC(O)CON2C(=O)c3ccccc3C2=O)cc1 (configuration not stated) | i | -2.7 | i | i | i | i | i | i | i | i | i
CC(=O)/C(=N/Nc1ccccc1[N+](=O)[O-])N1CCCc2ccccc21 | i | -6.7 | -6.6* | i | i | i | i | i | i | i | i
CC(C)(C)NC(=O)NC(=O)CN1CCCCC1 | i | -9.0 | i | i | i | i | i | i | i | i | i
CCOc1ccc(NC(=S)NN2C(C)CCCC2C)cc1 (configuration not stated) | i | -4.5 | i | i | i | i | i | i | i | i | i
O=C1CC(c2ccc(F)cc2)CC2=C1C=Nc1ccccc1N2 (configuration not stated) | i | 4.8 | i | i | i | i | i | i | i | i | i
Cc1cc(C(=O)Cn2cncn2)c(C)n1CCc1ccc(F)cc1 | i | 2.8 | i | i | i | i | i | i | i | i | i
CC(=O)NC1=NN(C(C)=O)C(C)(c2ccc(Cl)s2)S1 (configuration not stated) | i | -0.7 | i | i | i | i | i | i | i | i | i
CCCCNC(=O)CSc1nc2ccsc2c(=O)n1C1CCN(C(=O)OCC)CC1 | i | -4.4 | i | i | i | i | i | i | i | i | i
Cc1cc(OCc2nnc(SCC(=O)O)n2-c2ccccc2)ccc1Cl | i | -0.7 | i | i | i | i | i | i | i | i | i
CCOc1ccc(N(CC(=O)NC2CCCC2)C(=O)c2ccc(C)s2)cc1 | i | 6.2 | i | i | i | i | i | i | i | i | i
Cc1ccc(O)c(NC(=O)c2noc3c2CCc2ccccc2-3)c1 | i | -0.6 | i | i | i | i | i | i | i | i | i
SMILES | MrgX1 antagonist | SKKanGAS inh | TRPC6 inhibitor | TMEM16A inh | MrgX1 agonist | TRPC4 block | TRPC4 agonist | MrgX1 allo act | TRPC4 potent | TMEM16A act | TRPC6 activator
COc1ccccc1N=c1oc2c(OC)cccc2cc1C(=O)NCc1ccco1 | i | 5.0 | i | 25* | i | i | i | i | i | i | i
N=c1c2c(n(Cc3ccc(F)cc3)c3c1CCC3)CCC2 | i | -1.6 | -5.82* | i | i | i | i | i | i | i | i
Cc1cc(Br)ccc1OCC(=O)N1CCCCCC1 | i | 0.3 | i | i | i | i | i | i | i | i | i
O=C(O)C1CCN(S(=O)(=O)c2cccc3cccnc23)CC1 | i | -8.0 | i | i | i | i | i | i | i | i | i
O=C(c1cccc(F)c1)N1CCN(Cc2ccco2)CC1 | i | 7.4 | i | i | i | i | i | i | i | i | i
Cc1cccc(NC(=O)COc2cccc3c2CCN(C)C3=O)c1 | i | 4.3 | i | i | i | i | i | i | i | i | i
COc1ccc(N(C)C(=O)c2cc3c(s2)-c2ccccc2OC3)c(OC)c1 | i | 2.3 | i | i | i | i | i | i | i | i | i
Cc1c(C(=O)N2CCCCC2)sc(NC(=O)C(C)C)c1C#N | i | 5.1 | i | i | i | i | i | i | i | i | i
COC(=O)C1CCN(C(c2cccs2)c2sc3nc(C)nn3c2O)CC1 (configuration not stated) | i | -0.9 | i | i | i | i | i | i | i | i | i
Cc1ccccc1CN1C(=O)Nc2ccccc2C(=O)N1C(C)(C)C | i | -2.1 | i | i | i | i | i | i | i | i | i
Cc1ccc(NC(=O)CN2C(=O)CN(C)C2=O)cc1S(=O)(=O)N1CCCCC1 | i | -12.7 | i | i | i | i | i | i | i | i | i
COc1cccc(/C=C/C(=O)c2ccc[nH]2)c1 | i | -1.4 | i | i | i | i | i | i | i | i | i
COC(=O)CCC(=O)Nc1nc(-c2ccccc2)cs1 | i | -8.6 | i | i | i | i | i | i | i | i | i
CN(C)C(=O)NC1c2ccccc2-c2ccccc21 | i | 2.4 | i | i | i | i | i | i | i | i | i
CC(C)(C)N/N=C/c1c(O)n(-c2ccc(Cl)cn2)c(=O)c2ccccc12 | i | -4.0 | i | i | i | i | i | i | i | i | i
CCCc1ncc(C(O)c2cccc3ccccc23)n1C (configuration not stated) | i | 4.6 | i | i | i | i | i | i | i | i | i
COc1ccc(OCC(=O)Nc2ccc3c(c2)nc(CCNC(C)=O)n3C)cc1 | i | -12.0 | i | i | i | i | i | i | i | i | i
Cc1nc(NCc2ccco2)nc2c1C(=O)CC(C)C2 (configuration not stated) | i | -11.5 | i | i | i | i | i | i | i | i | i
Cc1[nH]nc(-c2ccc(O)c(C)c2O)c1Oc1ccccc1 | i | 4.0 | i | i | i | i | i | i | i | i | i
COc1ccccc1N1CCN(C2CCCCC2NS(=O)(=O)c2ccccc2)CC1 (configuration not stated) | i | 1.0 | i | i | i | i | i | i | i | i | i
COc1ccc(N2CC(C(=O)N3CCc4ccccc43)CC2=O)cc1 (configuration not stated) | i | -0.3 | i | i | i | i | i | i | i | i | i
O=c1onc(-c2c(F)cccc2F)n1-c1ccccc1Cl | i | 6.7 | i | i | i | i | i | i | i | i | i
COc1ccc(CNC(=O)CCS(=O)(=O)c2ccc3c(c2)oc(=O)n3C)cc1 | i | -5.7 | i | i | i | i | i | i | i | i | i
COc1ccc2nc3sc(C(=O)N4CCN(C)CC4)cc3cc2c1 | i | 1.2 | i | i | i | i | i | i | i | i | i
CN(Cc1ccccc1)C(=O)CCSc1nc(-c2ccc3c(c2)OCO3)cc(C(F)(F)F)n1 | i | 5.3 | i | i | i | i | i | i | i | i | i
SMILES | MrgX1 antagonist | SKKanGAS inh | TRPC6 inhibitor | TMEM16A inh | MrgX1 agonist | TRPC4 block | TRPC4 agonist | MrgX1 allo act | TRPC4 potent | TMEM16A act | TRPC6 activator
Cc1cccc(NC(=O)c2cccc(NC(=O)Cc3cccs3)c2)c1 | i | -5.6 | i | i | i | i | i | i | i | i | i
COc1cc(CCC(=O)NCc2ccc(Cl)cc2)cc(OC)c1OC | i | 7.7 | i | i | i | i | i | i | i | i | i
Cc1ccc(NC(=O)C2CCN(S(=O)(=O)c3ccc4c(c3)CCCC(=O)N4)CC2)c(Br)c1 | i | -2.7 | i | i | i | i | i | i | i | i | i
CN1CCc2c(sc3nc(SCC(N)=O)n(-c4ccccc4)c(=O)c23)C1 | i | -1.0 | i | i | i | i | i | i | i | i | i
Cc1cc(N2CCC(C(=O)N3CCN(c4cccc(C)c4C)CC3)CC2)n2ncnc2n1 | i | -8.3 | i | i | i | i | i | i | i | i | i
O=C(NCC1COc2ccccc2O1)c1cc2ccccc2o1 (configuration not stated) | i | 0.6 | i | i | i | i | i | i | i | i | i
O=C(c1ccco1)N1CCN(Cc2cn[nH]c2-c2ccc(F)cc2F)CC1 | i | 8.7 | i | i | i | i | i | i | i | i | i
CCOc1cc(NC(=O)c2ccco2)c(OCC)cc1NC(=O)c1ccco1 | i | -0.8 | i | i | i | i | i | i | i | i | i
O=c1c2ccc([N+](=O)[O-])cc2ncn1CCOc1ccccc1 | i | -0.1 | i | i | i | i | i | i | i | i | i
CCC1=NN(C(=O)c2cccnc2)C(O)(C(F)(F)F)C1 (configuration not stated) | i | 3.4 | i | i | i | i | i | i | i | i | i
O=c1[nH]nc(CNc2cccc(C(F)(F)F)c2)c2ccccc12 | i | -10.4 | i | i | i | i | i | i | i | i | i
Cc1[nH]c2ccccc2c1C1=NNC(=Nc2ccc(F)cc2)SC1 | i | . | i | i | i | i | i | i | i | i | i
CN1CCC(N(C)CC(=O)Nc2ccccc2N2CCOCC2)CC1 | i | 3.0 | i | i | i | i | i | i | i | i | i
Cc1ccc(C(=O)Nc2ccccc2-c2ccccc2)cc1S(=O)(=O)Nc1cccc(C)c1C | i | 33.6 | i | i | i | i | i | i | i | i | i
